Assay outcomes from PubChem.
ATG4B inhibitor: ATG4B (human) cysteine protease inhibition. inhibition, % at 8.33 µM. ATG4B cleavage of LC3-PLA2, NBD-HPC fluorescence, 1 h. Q9Y4P1. actives 0.51% (n = 340,000); in the data active = inhibition above about 40%
Target sequence (Q9Y4P1 whole entry, looked up): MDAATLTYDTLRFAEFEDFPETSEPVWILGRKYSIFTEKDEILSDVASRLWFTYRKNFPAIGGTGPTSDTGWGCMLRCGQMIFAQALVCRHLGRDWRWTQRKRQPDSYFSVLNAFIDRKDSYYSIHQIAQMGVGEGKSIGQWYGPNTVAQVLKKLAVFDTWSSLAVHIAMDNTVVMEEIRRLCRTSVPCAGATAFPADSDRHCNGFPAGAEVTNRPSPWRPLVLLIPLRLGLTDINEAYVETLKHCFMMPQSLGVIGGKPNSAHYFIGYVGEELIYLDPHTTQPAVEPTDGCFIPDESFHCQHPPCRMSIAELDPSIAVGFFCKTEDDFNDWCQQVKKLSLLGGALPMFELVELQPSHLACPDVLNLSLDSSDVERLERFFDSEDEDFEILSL
mIAP block: blocks mouse intestinal alkaline phosphatase; purified mouse IAP, CDP-Star luminescence, 30 min; inhibition, % at 10 µM; actives 0.2% (n = 330,000); AID 2806;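 active = inhibition of at least 40% at 10 µM in the primary screen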;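 also: plate controls were DMSO with enzyme for no effect and no enzyme wells for full effect; values of inactives mirror those of a sister screen read the other way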
hIAP block: human IAP inhibition; actives 0.12% (n = 330,000); P09923; purified IAP, CDP-Star luminescence, 30 min; inhibition, % at 10 µM;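 active = inhibition reaching a set limit with compound at 10 µM in the primary screen, cut at about 35% in these data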;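 also: plate controls were DMSO wells with enzyme for no effect and no-enzyme buffer wells for full effect; values of inactives mirror those of a sister screen read the other way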
beta cell repl: MIN6 beta-cell proliferation induction; AID 2380; MIN6 cells proliferation, ATPlite luminescence, 48 h; cells starved in 0.2% serum; 100% = growth in 10% serum; actives 0.29% (n = 330,000); proliferation, % at 10 µM;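 active = compounds whose signal lies at least 3.5 SD above the mean of all wells on their plate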;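 also: 0% = DMSO-treated cells in low-serum medium and 100% = 10% serum control; some compounds called inactive have numbers as strong as hits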
A3G deaminase: blocks human APOBEC3G single-stranded DNA deamination | Q9HC16 | recombinant A3G, ssDNA deamination FAM/TAMRA fluorescence | inhibition, % at 20 µM | actives 0.28% (n = 330,000);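 active = inhibition of at least 40% at 20 µM, with no more than 30% in the related APOBEC3A deaminase screen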;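 also: plate controls were DMSO wells with A3G for no effect and wells lacking A3G enzyme for full effect; some compounds called inactive have numbers as strong as hits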
Target sequence (Q9HC16 whole entry, looked up): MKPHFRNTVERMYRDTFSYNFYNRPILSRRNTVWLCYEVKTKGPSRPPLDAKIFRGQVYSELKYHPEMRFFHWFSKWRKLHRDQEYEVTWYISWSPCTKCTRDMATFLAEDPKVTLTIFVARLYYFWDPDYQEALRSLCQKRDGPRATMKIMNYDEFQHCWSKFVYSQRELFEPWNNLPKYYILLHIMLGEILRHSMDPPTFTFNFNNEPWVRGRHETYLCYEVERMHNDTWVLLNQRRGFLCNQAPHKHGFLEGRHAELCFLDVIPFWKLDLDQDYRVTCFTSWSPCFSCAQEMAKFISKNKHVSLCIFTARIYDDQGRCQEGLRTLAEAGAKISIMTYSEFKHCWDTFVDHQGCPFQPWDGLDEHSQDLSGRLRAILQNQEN
mIAP activ: increases mouse intestinal alkaline phosphatase activity. actives 0.24% (n = 330,000). AID 2805. muIAP, CDP-Star luminescence, 30 min; hits give high values; 1 = vehicle-only enzyme signal, 0 = enzyme-free wells. activation factor at 10 µM;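 active = activation factor of at least 2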; also: the source names both 10 and 20 µM as test concentration; values of inactives mirror those of a sister screen read the other way
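Assay system: mouse IAP enzyme; Reagent: CDP-Star chemiluminescent phosphatase substrate; Compound: DMSO-dissolved test compounds; Incubation: 30 min, room temperature; Technique: luminescence from enzymatic CDP-Star hydrolysis; Controls: DMSO-only wells and no-enzyme negative control.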
hIAP activ: human IAP activation. purified human IAP, CDP-Star luminescence, 30 min; hits give high values; 1 = vehicle-only enzyme, 0 = enzyme-free background. activation factor at 10 µM. actives 0.16% (n = 330,000);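 active = activation factor of the enzyme at least 2-fold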; also: the source names both 10 and 20 µM as test concentration; values of inactives mirror those of a sister screen read the other way
A3A deaminase: human APOBEC3A DNA deaminase inhibition | P31941 | recombinant A3A, FAM/TAMRA ssDNA deamination fluorescence | inhibition, % at 20 µM | actives 0.41% (n = 330,000);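 active = at least 40% inhibition at 20 µM here, with at most 30% in a related deaminase screen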;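 also: plate controls were A3A with DMSO for no effect and wells lacking A3A enzyme for full effect; some results filed as inactive read as strong as hits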
Target sequence (P31941 whole entry, looked up): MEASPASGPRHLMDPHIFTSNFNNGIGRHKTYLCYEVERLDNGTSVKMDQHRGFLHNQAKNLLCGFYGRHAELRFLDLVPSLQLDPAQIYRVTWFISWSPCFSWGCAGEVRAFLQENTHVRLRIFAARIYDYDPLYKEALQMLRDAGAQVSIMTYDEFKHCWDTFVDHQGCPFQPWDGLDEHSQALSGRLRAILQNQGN
MPTP inh: blocks calcium-induced mitochondrial swelling. isolated mouse mitochondria, Ca2+ swelling absorbance, 30 min. inhibition, % at 10 µM. actives 1.4% (n = 360,000). AID 602449;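 active = inhibition of 50% or more, scaled per plate between neutral and stimulator controls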;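 also: 0% = DMSO wells given calcium and 100% = 1 mM EGTA wells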
* = called active by the depositor. Rows were taken by chance; overall some 3.3% were active at least once.

compound | ATG4B inhibitor | mIAP block | hIAP block | beta cell repl | A3G deaminase | mIAP activ | hIAP activ | A3A deaminase | MPTP inh
O=C(COC(=O)c1cc(=O)[nH]c2ccccc12)Nc1ccc(F)cc1 | -23 | 2 | -6 | -2 | -6 | 0.98 | 1.1 | 0 | -1.2
CCOC(=O)C1=C(C)N=c2s/c(=C3/C(=O)Nc4ccccc43)c(=O)n2C1c1ccc(C)cc1 (stereo not drawn) | -23 | 12 | 18 | -6 | -1 | 0.88 | 0.82 | -1 | -0.6
COc1ccc(N(CC(=O)O)S(=O)(=O)c2cccnc2)cc1 | -1 | -10 | -7 | -1 | -4 | 1.1 | 1.1 | -2 | 2.3
COc1ccccc1NS(=O)(=O)c1cc(NC(=O)c2sccc2C)ccc1N1CCOCC1 | 12 | 3 | -2 | -2 | -4 | 0.97 | 1 | -3 | 3.5
COc1ccc(-c2noc(C3CCCN(C(=O)CCc4ccccc4)C3)n2)cc1 (stereo not drawn) | 5 | 1 | 5 | -1 | -8 | 0.99 | 0.95 | 5 | -2.2
CCOc1ccccc1OCCCOc1ccc(C)cc1Cl | -4 | -2 | 10 | -3 | -7 | 1 | 0.9 | 0 | 1.6
COC(=O)c1cn(C(=O)/C=C/c2ccc(OC)c(OC)c2)c2ccccc12 | 6 | 12 | 15 | 4 | -6 | 0.88 | 0.85 | 1 | 1.2
N#Cc1ccccc1OCc1cccc(S(=O)(=O)N2CCOCC2)c1 | -6 | -6 | -17 | -1 | -7 | 1.1 | 1.2 | -3 | 0.0
NC(=O)c1ccc(S(=O)(=O)N2CCSCC2)cc1 | -1 | -3 | -6 | -3 | -4 | 1 | 1.1 | -2 | -0.1
O=C(N/N=C/c1ccc(F)c(F)c1)c1cccc(S(=O)(=O)N2CCCCC2)c1 | 3 | 3 | 2 | 3 | -6 | 0.97 | 0.98 | -1 | 1.2
Cn1c(SCc2ccc(F)cc2)nnc1-c1ccccn1 | -4 | 1 | 11 | 0 | -2 | 0.99 | 0.89 | -1 | -0.4
Cc1nc(C)c(-c2ccc(SCC(=O)Nc3ccccc3)nn2)s1 | 4 | 0 | 5 | -1 | -3 | 1 | 0.95 | -2 | -0.7
O=S(=O)(c1ccc(Cl)cc1)N1CCC(N2CCCCCC2)CC1 | -2 | 4 | -11 | 0 | -8 | 0.96 | 1.1 | -2 | 0.3
CCOC(=O)Cn1cc(/C=N/NC(=O)c2ccc(C#N)cc2F)c2ccccc21 | -13 | 0 | 5 | -2 | 0 | 0.99 | 0.95 | 2 | -1.6
Cc1ccc(NC(=O)CCCn2c(=O)oc3ccccc32)c(O)c1 | -8 | 3 | 0 | -3 | -4 | 0.97 | 1 | -4 | 0.7
O=[N+]([O-])c1cccc(Nc2c([N+](=O)[O-])ccc3nonc23)c1 | 0 | 14 | 23 | 4 | -2 | 0.85 | 0.77 | -2 | 0.0
C/C(CC(=O)Nc1cccnc1)=N\NC(=O)C(=O)Nc1cccc(C)c1 | -7 | 2 | -29 | 1 | -6 | 0.98 | 1.3 | -1 | -0.1
Cc1sc(NC(=O)C2CCCCC2C(=O)O)c(C(N)=O)c1-c1ccc(C(C)(C)C)cc1 (stereo not drawn) | 12 | 10 | -2 | -3 | -5 | 0.9 | 1 | -3 | -0.4
CCOC(=O)C1=NN(C(=O)COc2ccccc2)C(O)(c2ccc(Cl)cc2)C1 (stereo not drawn) | 3 | 12 | -6 | 0 | -5 | 0.88 | 1.1 | -3 | 1.0
CCCn1c(C)cc(C)c(C#N)c1=O | 11 | -18 | -4 | -1 | -2 | 1.2 | 1 | 22 | 1.1

Copied from the list.
`O=C(COC(=O)c1cc(=O)[nH]c2ccccc12)Nc1ccc(F)cc1` in MPTP inh = -1.2
`COC(=O)c1cn(C(=O)/C=C/c2ccc(OC)c(OC)c2)c2ccccc12` in ATG4B inhibitor = 6
`C/C(CC(=O)Nc1cccnc1)=N\NC(=O)C(=O)Nc1cccc(C)c1` in hIAP block = -29
`NC(=O)c1ccc(S(=O)(=O)N2CCSCC2)cc1` in hIAP activ = 1.1
`O=[N+]([O-])c1cccc(Nc2c([N+](=O)[O-])ccc3nonc23)c1` in beta cell repl = 4
`N#Cc1ccccc1OCc1cccc(S(=O)(=O)N2CCOCC2)c1` in A3G deaminase = -7
`Cn1c(SCc2ccc(F)cc2)nnc1-c1ccccn1` in hIAP block = 11

(more compounds)
compound | ATG4B inhibitor | mIAP block | hIAP block | beta cell repl | A3G deaminase | mIAP activ | hIAP activ | A3A deaminase | MPTP inh
Cc1c[nH]c2ccccc12 | 6 | 4 | 0 | -2 | -10 | 0.96 | 1 | -3 | -5.0
CCc1c(C)sc2nc(SCC(=O)Nc3cc(C)on3)n(CCOC)c(=O)c12 | 3 | 8 | 7 | 0 | -9 | 0.92 | 0.93 | -5 | 0.4
Cc1ccc(NC(=S)NC(C)CCc2ccccc2)cc1C (stereo not drawn) | 3 | -151 | 2 | -3 | -1 | 2.5* | 0.98 | -1 | 86*
Clc1cccc(-c2cc3nc4c(c(N5CCOCC5)n3n2)CCCC4)c1 | -2 | 3 | 5 | -4 | -2 | 0.97 | 0.95 | -1 | 1.4
COc1ccc(N2CCN(C(=O)COC(=O)COc3cccc(C(F)(F)F)c3)CC2)cc1 | -1 | -7 | 2 | -3 | -3 | 1.1 | 0.98 | -1 | 0.5
COc1ccccc1OCc1ccc(C(=O)c2ccccc2)cc1 | 8 | 5 | 14 | -1 | -5 | 0.95 | 0.85 | -2 | 0.0
COc1cc(OC)cc(C(=O)Nc2cccc(N3CCCC3)c2)c1 | 0 | 3 | 1 | -1 | -4 | 0.97 | 0.99 | -11 | -0.3
COc1ccc(C(=O)NCC(=O)OCC(=O)c2ccc3c(c2)NC(=O)CO3)cc1OC | -8 | -7 | -9 | 0 | 0 | 1.1 | 1.1 | 7 | -1.8
O=C(NCc1cccnc1)c1sc2ccccc2c1Cl | -1 | -2 | 7 | -3 | -3 | 1 | 0.93 | 6 | -0.7
C=CCSc1nc(C)c(CC(=C)C)c(=O)[nH]1 | -1 | 6 | 1 | -2 | -8 | 0.94 | 0.99 | -2 | -2.4
CCC(C(=O)Nc1cccc(S(=O)(=O)N(C)c2ccccc2)c1)c1ccccc1 (stereo not drawn) | -4 | -70 | -10 | -8 | -2 | 1.7 | 1.1 | -2 | 3.7
CN(C(=O)c1cccc(NC(=O)c2cccs2)c1)c1ccccc1 | 10 | -7 | -4 | -4 | -5 | 1.1 | 1 | -4 | 0.8
CCNC(=O)/C(C#N)=C/c1c(N2CC(C)OC(C)C2)nc2ccccn2c1=O (stereo not drawn) | 2 | 5 | 1 | 0 | -4 | 0.95 | 0.99 | 2 | -0.3
CNC(=O)CSc1nnc(-c2ccco2)n1-c1cccc(C)c1 | 3 | 1 | 22 | -3 | -7 | 0.99 | 0.78 | -2 | 0.4
CCc1ccc(C(=O)COC(=O)CNC(=O)CNC(=O)Cc2ccccc2)cc1 | -5 | -5 | -9 | 1 | -1 | 1.1 | 1.1 | 1 | 1.9
COc1ccc(C(=O)N2CCN(Cc3ccccc3[N+](=O)[O-])CC2)cc1 | -2 | -5 | -22 | -2 | 11 | 1 | 1.2 | 2 | 0.8
O=C1NC(=S)N(c2cccc(Cl)c2)C12CCCCC2 | -3 | 2 | 1 | 0 | -10 | 0.98 | 0.99 | -4 | 0.9
CCn1c(C(C)NS(=O)(=O)c2ccc(Cl)cc2)n[nH]c1=S (stereo not drawn) | -2 | 1 | -7 | 10 | 21 | 0.99 | 1.1 | -2 | -0.7
Cc1ccc(-n2nc3c(c2NC(=O)CC(C)C)CS(=O)(=O)C3)c(C)c1 | -5 | -6 | -2 | 0 | -5 | 1.1 | 1 | -2 | 0.7
Cc1nn(C(C)C(=O)NCC2CCCO2)c(C)c1[N+](=O)[O-] (stereo not drawn) | -9 | 1 | 5 | 0 | -1 | 0.99 | 0.95 | 5 | 2.8

Some of these compounds in order of SMILES length, smallest number first:
compound | ATG4B inhibitor | mIAP block | hIAP block | beta cell repl | A3G deaminase | mIAP activ | hIAP activ | A3A deaminase | MPTP inh
Cc1c[nH]c2ccccc12 | 6 | 4 | 0 | -2 | -10 | 0.96 | 1 | -3 | -5.0
C=CCSc1nc(C)c(CC(=C)C)c(=O)[nH]1 | -1 | 6 | 1 | -2 | -8 | 0.94 | 0.99 | -2 | -2.4
COc1ccccc1OCc1ccc(C(=O)c2ccccc2)cc1 | 8 | 5 | 14 | -1 | -5 | 0.95 | 0.85 | -2 | 0.0
CNC(=O)CSc1nnc(-c2ccco2)n1-c1cccc(C)c1 | 3 | 1 | 22 | -3 | -7 | 0.99 | 0.78 | -2 | 0.4
COc1cc(OC)cc(C(=O)Nc2cccc(N3CCCC3)c2)c1 | 0 | 3 | 1 | -1 | -4 | 0.97 | 0.99 | -11 | -0.3
CCC(C(=O)Nc1cccc(S(=O)(=O)N(C)c2ccccc2)c1)c1ccccc1 (stereo not drawn) | -4 | -70 | -10 | -8 | -2 | 1.7 | 1.1 | -2 | 3.7

(further entries)
compound | ATG4B inhibitor | mIAP block | hIAP block | beta cell repl | A3G deaminase | mIAP activ | hIAP activ | A3A deaminase | MPTP inh
CC(=O)Nc1ccc(CN2CCN(CC=C(C)C)C(CCO)C2)cc1 (stereo not drawn) | -5 | 6 | -12 | -3 | -3 | 0.94 | 1.1 | 0 | 0.5
CSc1ccc(CN(C)Cc2nc3cc(C(F)(F)F)ccc3c(=O)[nH]2)cc1 | 3 | 10 | -35 | -2 | -1 | 0.9 | 1.4 | 4 | -0.2
CCc1ccc(CN(C(=O)COc2c(C)cccc2C)C2CCS(=O)(=O)C2)cc1 (stereo not drawn) | -7 | -10 | -12 | 0 | -6 | 1.1 | 1.1 | -2 | -0.1
O=C(COC(=O)C1CCN(c2ccc(C(F)(F)F)cn2)CC1)c1cccc(Br)c1 | 1 | 14 | 12 | 1 | -4 | 0.86 | 0.88 | 2 | 0.7
COc1cc(C(=O)NCCC(=O)NCc2ccc3c(c2)OCO3)cc(OC)c1OC | 2 | -8 | -11 | -2 | 1 | 1.1 | 1.1 | 4 | -2.5
CCCCCN(C(=O)CCC(=O)OCC(=O)N(C)C1CCCCC1)c1c(N)n(CCCC)c(=O)[nH]c1=O | 2 | 6 | -2 | -1 | -1 | 0.94 | 1 | 1 | -1.2
COC(C(=O)Nc1ccnn1C1CCN(C(=O)c2ccc(C)cc2)CC1)c1ccccc1 (stereo not drawn) | 1 | 4 | -2 | 0 | -5 | 0.96 | 1 | -6 | -1.6
CN(Cc1cnn(C)c1)C(=O)c1ccc(OC2CCN(CCc3ccccc3)CC2)cc1 | 21 | -3 | -6 | 1 | -10 | 1 | 1.1 | 1 | 2.7
